Bioassay records deposited in PubChem by National Center for Advancing Translational Sciences (NCATS).
G9a inh: G9a (human) methyltransferase inhibition; Q96KQ7; G9a H3K9 monomethylation, AlphaScreen, 2 h; Potency, µM (series often up to 102 µM), without a hit: at the top dose activity, negative = inhibition, usual class: inhibitors; actives 8.8% (n = 350,000); note: % is set by controls: 0 for no effect and ±100 for the full control effect; nearly all actives have a fitted effect of over 75% in size
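Quantitative HTS format: methyltransferase activity on a biotin-tagged H3K9 peptide is measured by AlphaScreen, using a rabbit anti-monomethyl-H3K9 antibody with streptavidin donor and anti-IgG acceptor beads. Final levels are 20 nM enzyme, 500 nM peptide, 20 uM SAM; 2 h RT.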
POLI inh: DNA polymerase iota (human) inhibition | AID 588590 | actives 1% (n = 390,000) | Q9UNA4 | Potency, µM (series often up to 115 µM), for inactives: at the top dose activity, negative = inhibition, hits mostly inhibitors | Pol iota fluorescent replication assay, 10 min
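Pol iota at 10 nM preincubated 15 min with compounds at room temperature; reaction started with fluorescent substrate, 50 nM final. Fluorescence read kinetically at 0 and 10 min; buffer-only wells as negative control.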
Pol kappa inh: inhibitors of human DNA polymerase kappa; purified Pol kappa, fluorescent DNA synthesis assay, 10 min; actives 0.53% (n = 400,000); AID 588579; Q9UBT6; Potency, µM (top dose mostly 107 µM), for the others: top-dose activity, negative = inhibition, hits mostly inhibitors; note: % is set by controls: 0 for no effect and ±100 for the full control effect
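Enzyme at 10 nM met test compounds for 15 min at room temperature. Substrate addition (50 nM final) began the reaction, which was monitored by fluorescence at 0 and 10 min.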
BLM helicase inh: blocks DNA unwinding by human BLM helicase; Potency, µM (doses to about 56.1 µM), inactives show top-dose activity change, negative = inhibition, hits mostly inhibitors; P54132; recombinant BLM DNA unwinding, fluorescence dequenching; actives 0.2% (n = 350,000);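 note: plate controls were vehicle for no effect and no enzyme for full effect; nearly all actives have a fitted effect of over 35% in size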
POLB inh: blocks human DNA polymerase beta activity; P06746; Pol beta primer extension/strand displacement, fluorescence kinetic; Potency, µM (series often up to 114 µM), for the others: at the highest dose activity change, negative = inhibition, usual class: inhibitors; actives 1.3% (n = 340,000); note: % is set by controls: 0 for no effect and ±100 for the full control effect
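Reaction started by 50 nM substrate onto compound-treated Pol beta (10 nM, 15 min preincubation, room temperature); plates read at 0 min and 10 min. Normalized concentration-effect data fitted by four-parameter Hill equation.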
BAZ2B block: inhibitors of human BAZ2B bromodomain; Q9UIF8; AlphaScreen BAZ2B-H3K14Ac peptide displacement; Potency, µM (series often up to 114 µM), for inactives: top-dose activity change, negative = inhibition, hits mostly inhibitors; actives 4.4% (n = 360,000); AID 504333; note: % is set by controls: 0 for no effect and ±100 for the full control effect; nearly all actives have a fitted effect of over 60% in size
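Multi-concentration screen (max 110 uM) measuring displacement of acetylated histone H3 peptide from BAZ2B by AlphaScreen, using 50 nM protein, 50 nM peptide and 10 ug/mL streptavidin donor plus Ni-chelate acceptor beads.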
Anesthetic bind: candidate novel general anesthetic via apoferritin binding. apoferritin/1-aminoanthracene competitive binding, fluorescence. Potency, µM (series often up to 77.5 µM), inactives show at the top dose activity change, negative = displacement, hits mostly inhibitors. actives 0.074% (n = 350,000); note: % is set by controls: 0 for no effect and ±100 for the full control effect; nearly all actives have a fitted effect of over 20% in size
Target sequence (P02791 2-175 limits assumed): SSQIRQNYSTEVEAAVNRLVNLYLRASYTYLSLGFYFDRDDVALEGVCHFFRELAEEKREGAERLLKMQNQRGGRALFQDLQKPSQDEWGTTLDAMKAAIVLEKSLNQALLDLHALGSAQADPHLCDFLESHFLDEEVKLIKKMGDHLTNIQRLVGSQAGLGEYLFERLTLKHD
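Probe: 1-aminoanthracene (50% saturated, PBS). Protein: horse-spleen apoferritin, 10 uM. Incubation: 10 min, room temperature. Detection: 380 nm excitation, 535 nm emission. Analysis: normalized response, four-parameter Hill.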
APEX1 inh: APE1 (human) endonuclease inhibition; actives 0.35% (n = 350,000); P27695; Potency, µM (highest dose often 65.8 µM), for inactives: top-dose activity change, negative = inhibition, hits mostly inhibitors; AID 2517; recombinant APE1, TAMRA/BHQ-2 abasic DNA cleavage fluorescence;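 note: plate controls were vehicle for no effect and reference inhibitor for full effect; nearly all actives have a fitted effect of over 55% in size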
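Substrate: short duplex with […] THF abasic site, 5'-TAMRA and 3'-BHQ-2, 50 nM final. APE1 at 0.75 nM, preincubated 15 min RT with compound. Fluorescence increase from first to third read measured activity.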
POLH inh: DNA polymerase eta (human) inhibition; recombinant Pol eta, fluorescent DNA replication assay; Potency, µM (series often up to 114 µM), without a hit: at the top dose activity change, negative = inhibition, most hits filed as inhibitors; actives 1.2% (n = 390,000); note: % is set by controls: 0 for no effect and ±100 for the full control effect
Target sequence (Q9Y253 whole entry, looked up): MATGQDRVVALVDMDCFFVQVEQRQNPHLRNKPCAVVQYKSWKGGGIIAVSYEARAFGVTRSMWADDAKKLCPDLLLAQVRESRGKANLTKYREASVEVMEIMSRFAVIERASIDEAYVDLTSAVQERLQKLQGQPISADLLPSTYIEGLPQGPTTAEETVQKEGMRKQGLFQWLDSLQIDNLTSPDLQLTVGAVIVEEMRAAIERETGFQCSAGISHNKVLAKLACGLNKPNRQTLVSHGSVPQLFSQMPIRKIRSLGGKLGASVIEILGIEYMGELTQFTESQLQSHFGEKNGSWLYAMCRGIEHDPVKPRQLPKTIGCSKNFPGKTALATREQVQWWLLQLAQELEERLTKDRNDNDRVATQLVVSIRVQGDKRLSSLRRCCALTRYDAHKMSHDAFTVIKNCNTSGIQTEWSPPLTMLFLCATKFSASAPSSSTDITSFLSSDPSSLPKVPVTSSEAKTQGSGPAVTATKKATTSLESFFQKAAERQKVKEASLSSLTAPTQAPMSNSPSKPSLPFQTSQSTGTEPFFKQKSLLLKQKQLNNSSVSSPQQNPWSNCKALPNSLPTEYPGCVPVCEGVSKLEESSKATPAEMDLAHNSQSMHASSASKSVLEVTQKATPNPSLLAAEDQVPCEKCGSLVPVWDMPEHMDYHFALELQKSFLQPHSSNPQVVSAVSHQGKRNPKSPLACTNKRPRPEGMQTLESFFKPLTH
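Fluorescent replication assay: 50 nM final substrate added after a 15 min room-temperature compound preincubation with 10 nM enzyme. Signal taken at 0 min and again at 10 min.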
An asterisk follows results filed as active; ? = inconclusive; / = no result given; [ ] = remark or other dose. Calls come from the whole dose curve; as a rule, active = well fitted curve in the direction sought with a large enough effect; inconclusive = small, poorly fitted or top-dose-only effect, or another doubt; inactive = no such curve, though single readings can be large; an effect the other way counts as inactive or inconclusive. Potency is the fitted concentration of half-maximal effect. Some of the compounds tested; rates above refer to the full screens.

SMILES	G9a inh	POLI inh	Pol kappa inh	BLM helicase inh	POLB inh	BAZ2B block	Anesthetic bind	APEX1 inh	POLH inh
CN(C)CCOC(=O)C12CC3CC(CC(C3)C1)C2	-18.4%	8.0%	-12.1%	-1.0%	13.4%	?	-13.6%	0.0%	-3.3%
Cc1cc(=O)cc(C)n1-c1ccccc1N	36.3%	-14.4%	8.5%	-0.6%	0.8%	4.4%	-7.7%	5.8%	-5.8%
O=C1C(Cl)=C(Nc2ccccc2O)C(=O)N1CCc1ccccc1	3.16µM*	17.3%	-7.7%	-5.7%	19.1%	31.6µM*	?	-1.1%	-17.4%
CCCC(O)C(CC)CO (configuration not stated)	27.3%[59 µM]	/	-7.0%[60.1 µM]	3.6%	/	/	/	0.7%	/
O=C(CSc1nnc(NC2CCCCC2)s1)NC1CCS(=O)(=O)C1 (configuration not stated)	33.5%[59 µM]	1.8%	-12.9%	-4.5%	-17.9%	54.8%[activator]	-10.6%	-3.7%	1.0%
COc1ccccc1N1CCN(C(=O)Cn2c(=O)nc(-c3ccccc3)c3ccccc32)CC1	-2.0%[12.7 µM]	38.0%[activator]	-9.5%[60.1 µM]	0.0%	-8.1%	-14.6%	-5.2%	/	-6.8%
Cc1ccccc1-c1cc(N2CCN(C)CC2)ncn1	-8.4%[0.501 µM]	/	4.9%[60.1 µM]	-0.1%	/	/	/	3.8%	/
COc1ccc(C)cc1NC(=O)CSc1nnc(CC(=O)Nc2ccccc2F)n1C	-38.7%	94.4%[activator]	-7.7%	-0.5%	-1.2%	4.7%	-8.8%	?	-7.4%
COc1cccc(-c2cc(C(=O)NCc3ccccc3)[nH]n2)c1	-4.5%[59 µM]	-12.4%	-13.0%[60.1 µM]	1.5%	6.4%	2.6%	-12.6%	/	-4.7%
COc1cccc(NC(=S)N2CCC(NC(=O)C3CCCCC3)CC2)c1	-13.0%	134.0%[activator]	-5.8%	-3.7%	18.5%	11.2%	3.7%	-3.0%	-2.0%
CCCCc1c(O)nc2ccccn2c1=O	14.0%	35.6%[activator]	1.5%	0.1%	-10.2%[57.1 µM]	-1.2%	-6.2%	1.2%	-16.6%
COc1cccc(CNC(=O)C(=O)NCCC2CCCCN2S(=O)(=O)c2ccc(C)cc2)c1 (configuration not stated)	1.0%[0.501 µM]	17.1%	-8.3%	/	/	-3.5%	/	-2.2%	-3.6%
CCCn1c(=O)n(C)c(=O)c2c(SCC(=O)NCc3ccco3)nc(C3CC3)nc21	9.1%	-17.6%	?	-1.3%	?	-26.5%	-22.5%	5.5%	?
COc1cc(N/C=C2\CC(=O)NC(C)=C2C#N)cc(OC)c1OC	?	10µM*	?	-21.4%	-16.4%	-35.9%	-2.8%	-2.8%	?
CCOc1ccc2c(=O)c(-c3ccc4c(c3)OCCCO4)c(C)oc2c1	15.1%[59 µM]	5.0%	-3.7%	0.6%	1.5%	-4.0%	2.9%	23.9%	-2.7%
O=C(Cn1c(=O)c2ccccc2n(CC(=O)Nc2ccc(F)cc2F)c1=O)NCCc1ccccc1	-24.5%[59 µM]	2.1%	-5.5%	-21.9%	0.1%	-25.7%	-0.9%	/	-0.8%
Cc1nnc(NC(=O)c2ccc3ccccc3n2)s1	-9.2%	11.6%	-1.7%	2.7%	-5.9%	-4.2%	-7.6%	18.7%	-15.7%
CCOc1ccc(OCCCCOc2ccccc2C(C)=O)cc1	74.7%[activator][59 µM]	11.2%	-4.5%	-10.4%	-9.6%	112.9%[activator]	-1.6%	-1.7%	-24.3%
COc1cc2c(cc1OC)C1(CCCC1)CNC2C (configuration not stated)	-9.3%[59 µM]	-4.9%	-3.9%	0.4%	18.1%	1.8%	-5.0%	3.8%	-6.3%
O=C(Nc1nc(=O)c2ccccc2s1)c1ccc(Cl)cc1	3.98µM*	11.6%	-3.6%	-12.9%	?	-19.3%	-3.1%	-1.5%	?
Cc1ccc(C(=O)Nc2ccccc2F)cc1S(=O)(=O)N1CCOCC1	0.4%[59 µM]	2.2%	-12.0%	-2.0%	0.1%	0.8%	8.5%	/	-9.4%
CCOC(=O)CSc1nnc(CNC(=O)c2ccco2)n1-c1ccc(F)cc1	-25.0%	-5.5%	-12.3%	3.5%	5.6%	-4.1%	-4.5%	-2.7%	-9.4%
COc1cccc(CC(NC(C)=O)C(=O)NC2CCN(c3nnnn3-c3ccccc3)CC2)c1OC (configuration not stated)	7.4%	-7.0%	-9.2%	1.9%	28.3%	-16.7%	-0.5%	4.8%	-4.6%
CC(C)C(=O)Nc1ccc(C(=O)Nc2ccc(S(=O)(=O)N3CCOCC3)cc2)cc1	12.7%	18.0%	-1.9%	-3.3%	95.0%	8.1%	-11.7%	4.9%	-3.4%
COc1ccc(NC(=O)C2CCCN(S(=O)(=O)c3ccc4c(c3)CCCC(=O)N4)C2)cc1OC (configuration not stated)	-1.0%[59 µM]	15.4%	11.8%	1.1%	19.9%	4.7%[57.1 µM]	4.0%	/	-8.5%

Reprinted at random: five records from the list
SMILES	G9a inh	POLI inh	Pol kappa inh	BLM helicase inh	POLB inh	BAZ2B block	Anesthetic bind	APEX1 inh	POLH inh
COc1cccc(-c2cc(C(=O)NCc3ccccc3)[nH]n2)c1	-4.5%[59 µM]	-12.4%	-13.0%[60.1 µM]	1.5%	6.4%	2.6%	-12.6%	/	-4.7%
COc1cccc(NC(=S)N2CCC(NC(=O)C3CCCCC3)CC2)c1	-13.0%	134.0%[activator]	-5.8%	-3.7%	18.5%	11.2%	3.7%	-3.0%	-2.0%
CCCn1c(=O)n(C)c(=O)c2c(SCC(=O)NCc3ccco3)nc(C3CC3)nc21	9.1%	-17.6%	?	-1.3%	?	-26.5%	-22.5%	5.5%	?
O=C(Nc1nc(=O)c2ccccc2s1)c1ccc(Cl)cc1	3.98µM*	11.6%	-3.6%	-12.9%	?	-19.3%	-3.1%	-1.5%	?
COc1cc2c(cc1OC)C1(CCCC1)CNC2C (configuration not stated)	-9.3%[59 µM]	-4.9%	-3.9%	0.4%	18.1%	1.8%	-5.0%	3.8%	-6.3%

(further entries)
SMILES	G9a inh	POLI inh	Pol kappa inh	BLM helicase inh	POLB inh	BAZ2B block	Anesthetic bind	APEX1 inh	POLH inh
CCOc1ccccc1N(CC(=O)N1CCOCC1)S(=O)(=O)c1ccccc1	-22.6%[12.7 µM]	33.8%[activator]	-7.7%	-2.1%	-27.7%	2.2%	-2.2%	-3.4%	-1.5%
Cc1csc(NC(=O)c2ccc(S(C)(=O)=O)cc2)n1	10.0%[59 µM]	94.2%[activator]	10.2%	-2.9%	1.8%	0.8%	-10.8%	-10.1%	-7.8%
Cc1ccc(S(=O)(=O)c2c(Nc3ccc(C)c(C)c3)sc(C(=O)c3ccc4c(c3)OCO4)c2N)cc1	-0.7%[59 µM]	-7.6%	-6.9%[60.1 µM]	-4.0%	19.6%	-9.7%	154.4%[activator]	/	-5.2%
Cc1cccc(-n2c(SCC(=O)N(C)C3CCS(=O)(=O)C3)nc3ccccc3c2=O)c1C (configuration not stated)	29.1%[0.501 µM]	14.5%	-7.8%	/	/	8.0%	/	-0.9%	-16.4%
COC(=O)c1cccc2c1-c1ccccc1/C2=N\NC(N)=O	-8.4%[2.33 µM]	?	-0.2%	5.5%	-2.6%	-6.9%	-11.9%	-4.9%	-2.0%
O=C(Nc1cc(SCCO)cc([N+](=O)[O-])c1)c1ccc(Br)o1	5.5%[59 µM]	20.7%	-3.7%	-7.4%	-3.2%	-8.5%	0.4%	-2.4%	-7.0%
Cc1ccccc1Cn1c(=O)n(Cc2ccco2)c(=O)c2sc3ccccc3c21	-5.7%[59 µM]	19.2%	0.4%	-10.4%	-29.4%	-9.7%	-15.4%	/	-12.0%
O=C(COC(=O)C1CC(=O)N(c2ccc3c(c2)OCCO3)C1)Nc1ccc2c(c1)CCC2 (configuration not stated)	-13.2%[59 µM]	-9.3%	-3.8%	-1.5%	-8.6%	7.4%	?	-1.6%	-19.4%
O=C(c1ccc(S(=O)(=O)N2CCOCC2)cc1)N1CCN(C2=NS(=O)(=O)c3ccccc32)CC1	0.7%[2.33 µM]	33.3%[activator]	-16.1%	-0.9%	3.0%	-2.3%	-11.1%	16.4%	-7.5%
O=C(Cc1ccccc1)NCC(=O)N/N=C/c1ccc(Cl)cc1	3.3%	-6.3%	-5.0%	-0.5%	-12.1%	-12.9%	?	-2.8%	2.5%
Cc1cc(C)c(S(=O)(=O)NCC(c2ccco2)S(=O)(=O)c2cccs2)c(C)c1 (configuration not stated)	-8.7%[59 µM]	17.0%	-8.0%[60.1 µM]	-3.8%	3.0%	-17.9%	-13.8%	/	-22.2%
COc1ccc(C(=O)NCC(=O)OCC(=O)Nc2cc([N+](=O)[O-])ccc2F)cc1	-8.2%[59 µM]	146.2%[activator]	-6.3%	-0.7%	0.3%	-5.7%	-10.4%	3.2%	-24.4%
COC(=O)CSC1=C(C#N)C(c2ccc(C(C)C)cc2)CC(=O)N1 (configuration not stated)	?	?	0.0%	-1.8%	19.3%	8.3%	?	-3.5%	-19.2%
CC(C)(C)c1ccccc1NC(=O)c1ccco1	0.5%	20.3%	-4.6%	-1.5%	1.7%	1.0%	-13.1%	-2.2%	3.9%
CN1CCN(c2ccccc2NC(=O)c2ccc(F)cc2)CC1	1.9%	-3.7%	-6.3%	-8.9%	-18.2%	-27.0%	4.5%	2.4%	31.8%[activator]
COc1cc2cc(CN(CCc3cccc(C)c3)C(=S)NCCCN(C)C)c(=O)[nH]c2cc1OC	-23.0%[59 µM]	35.1%	-2.9%	-8.9%	?	-9.2%	-9.6%	1.2%	-19.4%
CCOCCCNCC(=O)Nc1ccccc1N1CCOCC1	11.2µM*	44.0%[activator]	-4.2%	-0.2%	3.9%	35.5µM*	-15.8%	2.7%	-8.1%
CCC(=O)NCCc1nc2cc(NC(=O)c3cccc(Br)c3)ccc2n1C	-1.8%[59 µM]	0.4%	-15.3%[60.1 µM]	5.8%	-1.9%	3.0%	10.2%	/	-12.6%
